Growth percent in the NCI-60 one-dose screen (48 h, 10 µM unless noted): 100 = growth as untreated, 0 = no growth, -100 = all killed.
HOP-62: HOP-62 NSCLC. 80,000 compounds, 3.9% hits. AID 1794735
M14: M14 melanoma | 80,000 compounds, 6.2% hits
EKVX: EKVX NSCLC | 71,000 compounds, 3% hits
MALME-3M: MALME-3M melanoma; 78,000 compounds, 5.8% hits; AID 1794766
UACC-257: UACC-257 melanoma | 78,000 compounds, 4.4% hits
A549/ATCC: A549/ATCC NSCLC; 81,000 compounds, 3.7% hits; AID 1794740
HOP-92: HOP-92 NSCLC cells. 71,000 compounds, 6.3% hits. AID 1794738
UACC-62: UACC-62 melanoma. 81,000 compounds, 5.4% hits. AID 1794756
* = called active by the depositor; . = no result given; & = joins results of further samples. Rule for the calls: active = growth percent below 10; inactive = the rest.

1. COc1ccc(-c2nc(SCC(C)C)nc(N/N=C\c3ccc(O)cc3)c2C#N)cc1
2. CC(=O)OC1CCC2(C)C3=CCC4(C)C(C(C)=O)=CCC4C3CCC2C1 (stereo not drawn)
3. Cc1ccc(Cl)c(NC(=O)CN2CCOCC2)c1
4. c1ccc2c(c1)Nc1cc3ccccc3cc1S2
5. COc1cc(/C=C2\C(=O)Nc3c(Cl)ccc(Cl)c32)cc(OC)c1OC
6. NC(N)=N/N=C(\c1ccc(Br)cc1)C1CC1

Compound	1	2	3	4	5	6
HOP-62	122	108	106	96	85	102
M14	103	98	86	109	89	86
EKVX	103	39	103	37	71	102
MALME-3M	104	.	81	90	103	84
UACC-257	122	100	117	100	99	89
A549/ATCC	98	92	92	103	113	96
HOP-92	99	90	74	86	64	81
UACC-62	92	84	100	85	82	97

7. O=C1c2cccc3cccc(c23)C(=O)N1CNc1ccc(Cl)cc1
8. COc1cc2ncnc(Nc3ccc(S(=O)(=O)Nc4nccs4)cc3)c2cc1OCCCN1CCCC1
9. Cc1ccc(-c2ccccc2)cc1
10. CCCCCCC(C(=O)OCC)(C(=O)OCC)C1CCCCCC1
11. COc1cccc2c1C(=O)c1c(O)c3c(c(O)c1C2=O)C[C@@](O)(/C(C)=N/NC(=O)c1cccc([N+](=O)[O-])c1)C[C@@H]3OC1CC(N)C(O)C(C)O1 (stereo partly drawn)
12. COc1ccc2[nH]c(O)c(/C=c3/ccc4c(c3)N=C(c3ccc(F)cc3)N=4)c2c1

Compound	7	8	9	10	11	12
HOP-62	95	103	108	92	-24*	34
M14	80	109	100	106	-44*	68
EKVX	85	107	89	.	-6.3*	80
MALME-3M	93	101	97	108	-94*	-19*
UACC-257	105	100	102	.	-37*	82
A549/ATCC	91	102	98	96	-53*	38
HOP-92	111	119	131	.	.	4.9*
UACC-62	55	97	91	101	-94*	90

Continued; the last 3 above are carried over.
10. CCCCCCC(C(=O)OCC)(C(=O)OCC)C1CCCCCC1
11. COc1cccc2c1C(=O)c1c(O)c3c(c(O)c1C2=O)C[C@@](O)(/C(C)=N/NC(=O)c1cccc([N+](=O)[O-])c1)C[C@@H]3OC1CC(N)C(O)C(C)O1 (stereo partly drawn)
12. COc1ccc2[nH]c(O)c(/C=c3/ccc4c(c3)N=C(c3ccc(F)cc3)N=4)c2c1
13. C#CCN(C)CCCOc1ccc(NCc2ccc(/C=C/C(=O)NO)cc2)cc1Cl
14. S=C(Nc1ccccc1)Nc1ccc(Nc2ncnc3sc4c(c23)CCN(Cc2ccccc2)C4)cc1
15. COc1ccc(/C=C2/OC(=O)C(C(C)=O)=C2O)cc1
16. CC(=O)OC1COC(NC(=O)N(CCCl)N=O)C(OC(C)=O)C1OC(C)=O (stereo not drawn)
17. CCCCn1cc(-c2nc3ccccc3s2)c2cccnc21
18. COc1cc(C(=O)c2cnc(-c3cccc4[nH]ccc34)[nH]2)cc(OC)c1OC

Compound	10	11	12	13	14	15	16	17	18
HOP-62	92	-24*	34	4.0*	89	106	88	89	34
M14	106	-44*	68	0.5*	102	113	102	99	-7.0*
EKVX	.	-6.3*	80	16	98	.	110	68	42
MALME-3M	108	-94*	-19*	4.8*	84	109	111	93	61
UACC-257	.	-37*	82	21	119	100	96	115	85
A549/ATCC	96	-53*	38	-3.4*	103	102	99	97	25
HOP-92	.	.	4.9*	-28*	76	78	100	89	17
UACC-62	101	-94*	90	-54*	96	106	99	96	39

19. CCc1nc(N)nc(N)c1-c1ccc(Cl)cc1
20. NNc1nc2ccccc2s1
21. Nc1ccccc1-c1ccc([N+](=O)[O-])cc1
22. O=C1C=CC(=O)N1C1CCCCCCCCCCC1
23. COCC1(c2nc3cc(F)ccc3c(-c3ccccc3)c2-c2nn[nH]n2)CCCC1
24. Cc1cccc(-c2cc(O)c(C(=O)Nc3ccccc3)s2)c1

Compound	19	20	21	22	23	24
HOP-62	64	98&98	53	101	93	107
M14	41	98&96	45	81	100	99
EKVX	75	93	75	.	99	85
MALME-3M	.	95&107	111	73	95	80
UACC-257	72	105&109	79	67	102	97
A549/ATCC	27	103&110	63	92	100	97
HOP-92	98	95&98	.	.	95	75
UACC-62	.	110&99	25	89	100	75

25. COc1ccc(-n2nnc3c4nc(-c5ccc(Cl)cc5)oc(=O)c4c(C)nc32)cc1
26. COc1ccc(-c2nc(-c3ccccc3)cn3c2nc2ccccc23)cc1
27. Cc1c(C(=O)Nc2nc3ccccc3s2)cnn1-c1c(F)cccc1Br
28. N#Cc1nnc2cc(-c3ccccc3)nn2c1-c1ccco1
29. Oc1ccc(O)cc1
30. CC1(C)OB(c2ccc(CSc3ncnc4nc[nH]c34)cc2)OC1(C)C

Compound	25	26	27	28	29	30
HOP-62	.	81	88	91	106	64
M14	101	97	84	104	108	79
EKVX	100	100	59	81	113	97
MALME-3M	105	92	.	84	102	93
UACC-257	109	97	79	104	98	102
A549/ATCC	101	84	73	112	102	96
HOP-92	89	97	.	89	.	74
UACC-62	100	90	54	88	103	90

31. COc1cc(-c2nc3ccc(C(=O)NN4C(=O)c5ccccc5C4=O)cc3[nH]2)cc(OC)c1OC
32. O=c1[nH]c2ccc(Cl)cc2cc1CSc1nccc(-c2ccc3ccccc3c2)n1
33. COc1cc(C2C(C#N)=C(c3c[nH]c4ccccc34)Nc3nc(N)[nH]c(=O)c32)cc(OC)c1OC (stereo not drawn)
34. Nc1nc(SN=Nc2ccc(S(N)(=O)=O)cc2)c2[nH]cnc2n1
35. CCOC(=O)c1ccc2c(c1)nc(-c1ccc(OCc3ccccc3)c(OC)c1)n2-c1cc(C(C)(C)C)[nH]n1
36. COc1cc(C(=O)N2CCN(c3ccccc3OC)CC2)c(N)cc1OCCCN1CCN(c2ccccc2OC)CC1

Compound	31	32	33	34	35	36
HOP-62	100	95	83	20	91	93
M14	108	96	96	11	95	85
EKVX	101	88	.	29	.	83
MALME-3M	101	99	71	25	99	83
UACC-257	88	113	99	8.3*	101	104
A549/ATCC	95	88	105	24	59	93
HOP-92	106	84	48	-7.0*	94	.
UACC-62	95	75	84	0.5*	84	79

(list continues)
cpd	SMILES	HOP-62	M14	EKVX	MALME-3M	UACC-257	A549/ATCC	HOP-92	UACC-62
37	O=[N+]([O-])c1ccc(-c2cn3nc(-c4c[nH]c5ccccc45)sc3n2)cc1	95	97	91	90	95	87	102	84
38	Cc1c(Cl)cccc1NC(=O)c1sc2nc3c(cc2c1N)CCCC3	25	25	52	68	38	39	26	17
39	CCCN[C@H]1CCc2nc(N)sc2C1	104	106	108	116	119	110	85	102
40	COc1ccc2c(c1)CC/C(=C\c1ccncc1)C2=O	99	95	74	92	88	93	77	.
41	Cc1ccc(Cc2cnc(NC(=O)c3ccc4noc(-c5ccccc5)c4c3)s2)cc1	65	93	79	106	99	72	103	77
42	Cc1ccc(-c2ccn(C3=C(c4cccs4)NC(=S)NC3C)c(=O)n2)o1 (stereo not drawn)	64	83	104	106	111	102	63	100
43	[O-]/[N+](=C\c1ccccc1)c1ccccc1	87	103	.	82	102	104	108	100
44	O=C(Nc1ccc(S(=O)(=O)O)cc1)c1ccc([N+](=O)[O-])cc1	96	103	111	90	99	116	91	93
45	S=C(NNc1ccc(-c2ccccc2)nn1)Nc1ccccc1	95	94	95	94	102	105	81	94
46	Cc1cccc(NC2CC(=O)N(c3cccc(Cl)c3Cl)C2=O)c1C (stereo not drawn)	107	96	100	101	97	103	99	98
47	O=C(CSc1nc2ccccc2c(=O)[nH]1)NNC(=O)c1ccccc1	119	105	108	99	104	97	98	105
48	CN1CCN(c2ccc3c4c(cccc24)C(=O)N(N2C(=O)c4cccc5cccc(c45)C2=O)C3=O)CC1	100	111	94	97	102	104	94	101
49	COc1ccc(/C=C/C(=O)c2ccc(NC(=O)CSc3nnc(-c4ccc(-c5nc6ccc(C)cc6[nH]5)cc4)o3)cc2)cc1OC	106	.	98	62	102	103	122	94
50	Cc1cc(Cl)nc(Nc2ccccc2)n1	63	98	94	101	106	104	91	90
51	Cc1ccccc1C(C(=O)Cl)(c1ccccc1)c1ccccc1C	95	114	60	101	114	54	68	101
52	CC(C)(C)c1nn(-c2ccccc2)c2c1CC1(CN2Cc2ccc(Cl)cc2)C(=O)c2ccccc2C1=O	102	87	.	.	76	71	55	74
53	CC(=O)n1nc(C(=O)OC(C)C(C)(C)C)c2ccccc21 (stereo not drawn)	90	97	100	101	85	86	91	91
54	CCOC(=O)C(C(=O)c1ccccc1)C(c1ccccc1)c1nccc2ccccc12 (stereo not drawn)	91	97	69	97	87	81	77	76
55	COc1cc(-c2nc(NC(C)=O)sc2-c2ccnc(NCCNS(=O)(=O)c3ccccc3)n2)ccc1Cl	34	-20*	45	28	47	26	25	23
56	CC(C)(C)OC(=O)N1C(=O)c2c(c3c4cc(Br)ccc4[nH]c3c3ccc4ccccc4c23)C1=O	107	98	90	81	107	99	112	93
57	CC1CCN(Cc2cn(CC(=O)Nc3ccc4c(ccn4Cc4ccccc4)c3)nn2)CC1	93	93	90	92	99	93	75	93
58	CC(=O)Nc1ccc(NC(=O)c2ccc3noc(-c4ccccc4)c3c2)cc1	97	96	88	99	85	85	83	82
59	CN(C)CC1C(=O)O[C@H]2[C@H]1CC/C(COC(=O)c1cc3ccccc3[nH]1)=C\CC[C@@]1(C)O[C@@H]21 (stereo partly drawn)	43	-62*	-27*	-44*	-86*	11	-64*	-52*
60	CC(CCC(=O)O)(c1ccc(OC(=O)Nc2ccc(-c3ccccc3)cc2)cc1)c1ccc(OC(=O)Nc2ccc(-c3ccccc3)cc2)cc1	86	99	74	.	101	67	.	48
61	CCOC(=O)CC(C(=O)OCC)n1c(O)c(C=Nc2cccnc2)sc1=S (stereo not drawn)	92	96	.	107	99	96	102	103
62	C=CCn1c(SCC(=O)Nc2ccc(C(=O)/C=C/c3ccc(Cl)cc3)cc2)nnc1-c1cc(-c2ccc(OC)cc2)nc2ccccc12	94	100	102	96	86	93	97	98
63	CC1OC(c2cccc([N+](=O)[O-])c2)OC1C (stereo not drawn)	105	110	102	96	112	103	100	96
64	O=C(CCl)NCCOc1ccc(Cl)cc1Cl	82	104	.	120	90	91	25	80
65	O=C(CSc1nc2c(n1Nc1ccccc1)-c1ccccc1SC2)Nc1nccs1	101	102	89	101	108	97	.	83
66	CC/C(=N\N=C(/CC)c1ccc(Cl)cc1)c1ccc(Cl)cc1	103	92	95	101	116	105	92	96
67	O=[N+]([O-])c1nc2ccccc2[nH]1	102	103	112	117	111	100	.	108
68	Cc1noc(C)c1CN1CCN2C(=O)c3ccc(-c4ccccc4)cc3OCC[C@@H]3CC[C@H](O)[C@@H](CNC(=O)[C@@H]2C1)O3	111	102	95	103	102	94	90	94
69	CCCCCN(CCCCC)CCCCCCCCCCN1CCCc2ccccc21	78	88	78	98	103	97	.	95
70	CCC(=O)Oc1cc(Cl)c(Cl)cc1Cl	105	100	102	108	96	101	100	108
71	COc1ccc(-n2cc3c(c2)-c2oncc2CC3)cc1	95	101	79	104	104	95	78	84
72	CSc1nc(-c2cccc(C)c2)c2cc(-c3ccccc3)n(C)c2n1	37	21	18	20	41	27	-8.9*	11
73	COc1ccccc1/C=N\N=C\c1ccccc1OC	102	105	100	.	111	105	95	104
74	N#Cc1ccccc1NC(=O)c1cc2cc(Nc3nc(-c4ccccc4)nc4ccccc34)ccc2oc1=O	101	108	104	137	118	100	111	97
75	O=C(N/N=C/c1ccc(Oc2ccccc2)cc1)c1cnn2c1NC(c1ccccc1)C2 (stereo not drawn)	34	46	78	20	60	8.6*	74	6.9*
76	N#CCCNc1ccc(-c2ccccc2)cc1	94	100	93	106	116	95	119	111
77	O=C(c1ccc(Br)cc1)C(Br)C(c1ccccc1)C(c1ccccc1)[N+](=O)[O-] (stereo not drawn)	100	89	88	88	99	97	90	82
78	COCc1cc(C(C)(C)C)c(O)c(C(C)(C)C)c1	104	113	105	94	107	108	94	105
79	COc1cc(-c2nc3cc4nc5ccccc5[nH]c4cc3n2)ccc1OCc1ccccc1	82	109	96	113	112	103	86	94
80	CN1CCN(C(=O)[C@@]2(C)CC[C@]3(C)CC[C@]4(C)C(=CC[C@@H]5[C@@]6(C)C/C(=C/c7cccnc7)C(=O)C(C)(C)[C@@H]6CC[C@]54C)[C@@H]3C2)CC1	96	73	73	87	69	71	61	49
81	COc1ccc(Cc2cc(-c3ccc(Cl)c(Cl)c3)n[nH]c2=O)cc1	92	99	93	99	108	105	96	95
82	CCOc1ccc(C2OCCC(C)O2)cc1OC (stereo not drawn)	.	110	.	.	105	.	99	107
83	CCN(C(=O)N(CC)c1ccccc1)c1ccccc1	100&86	110&93	102&96	113&116	94&107	95&98	84&108	112&94
84	CN(C)c1ccc(-n2nc3ccccc3n2)cc1	78	92	77	117	101	92	87	81
85	Cc1nn(-c2ccc(Cl)cc2)c2ncnc(N/N=C/c3cccc(F)c3)c12	74	67	87	75	90	78	.	85
86	OC(CN1CCC(N2CCCCC2)CC1)Cn1ccc2ccccc21 (stereo not drawn)	89	109	98	.	118	104	92	80

Remaining list, next part.
cpd	SMILES	HOP-62	M14	EKVX	MALME-3M	UACC-257	A549/ATCC	HOP-92	UACC-62
87	CCCCCCCCCCCCCCCCCC1=NCCCN1CCO	91	100	.	97	96	95	96	111
88	COc1cc2ncnc(Nc3ccc(S(=O)(=O)Nc4cc(C)on4)cc3)c2cc1OCCCN1CCOCC1	96	105	93	95	100	95	87	104
89	CC(C)(C)CC(C)(C)n1nnnc1C(NC12CC3CC(CC(C3)C1)C2)c1c(F)cc(F)cc1F (stereo not drawn)	98	77	72	102	67	77	96	62
90	COC(=O)c1ccc(-n2cc(CCCOS(=O)(=O)c3ccc(C(=O)OC)cc3)nn2)cc1	101	102	101	94	100	101	93	92

From PubChem BioAssay
